FN deposition inh: inhibitors of fibronectin matrix deposition, primary screen, AH1F cells, Alexa488-fibronectin fluorescence, plate reader; AH1F fibroblasts, overnight; inhibition, % at 12.6 µM; actives 0.086% (n = 350,000); AID 743247, 2014;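 active = mean inhibition across replicates of 30% or more, regardless of how many single replicates reach that level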;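 also: positive control wells lacked labelled fibronectin entirely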
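Assay system: AH1F fibroblasts / Quantity: 10000 cells per well / Medium: DMEM plus 2% serum, read in PBS / Reagent: labelled fibronectin 24 nM / Dosing: single dose, pinned / Times: 1 h cell attachment, overnight exposure to compound and label / Signal: fluorescence, ex 485 nm, em 525 nm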
RAD54 inh: inhibitors of human RAD54 branch migration, primary screen, biochemical, fluorescence, single point | RAD54 Holliday junction branch migration, FAM/BHQ fluorescence | inhibition, % at 10.4 µM | actives 0.14% (n = 360,000) | AID 602329, 2012;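 active = mean normalized replicate activity at least 40 and at least half of replicates scoring 40 or more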;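 also: 0% = median of neutral control wells and 100% = median of positive control wells; inhibitors cause a drop in the FAM fluorescence signal; in these data hits start at about 50%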
Target sequence (Q92698 whole entry, looked up): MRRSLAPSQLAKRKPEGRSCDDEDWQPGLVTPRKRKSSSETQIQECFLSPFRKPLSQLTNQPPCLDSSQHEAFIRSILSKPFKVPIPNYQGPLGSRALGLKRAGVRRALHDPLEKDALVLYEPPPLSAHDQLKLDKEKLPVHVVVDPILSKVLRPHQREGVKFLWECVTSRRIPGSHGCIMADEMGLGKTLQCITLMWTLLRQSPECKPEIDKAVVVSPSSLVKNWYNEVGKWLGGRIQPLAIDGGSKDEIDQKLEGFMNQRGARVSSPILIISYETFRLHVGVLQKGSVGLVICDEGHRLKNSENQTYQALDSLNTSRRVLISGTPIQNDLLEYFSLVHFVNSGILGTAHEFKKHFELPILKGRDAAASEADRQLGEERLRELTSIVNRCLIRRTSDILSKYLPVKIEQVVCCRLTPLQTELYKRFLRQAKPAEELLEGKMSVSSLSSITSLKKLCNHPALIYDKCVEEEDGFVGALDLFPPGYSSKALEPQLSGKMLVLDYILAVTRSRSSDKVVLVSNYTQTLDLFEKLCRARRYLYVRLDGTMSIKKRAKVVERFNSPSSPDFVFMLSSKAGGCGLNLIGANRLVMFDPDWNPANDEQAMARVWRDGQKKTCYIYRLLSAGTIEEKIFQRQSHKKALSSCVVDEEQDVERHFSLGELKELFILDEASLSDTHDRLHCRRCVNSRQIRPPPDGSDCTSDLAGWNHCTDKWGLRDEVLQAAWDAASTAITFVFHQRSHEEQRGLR
Numbers without * were called inactive. The list is partial; count on the stated rates, not on these rows.

Every second line gives: FN deposition inh	RAD54 inh
CCn1c(SCC(=O)Nc2sc3c(c2C#N)CCC(C(C)(C)C)C3)nnc1-c1ccco1 (centres undefined)
→ -1	-8
O=[N+]([O-])c1ccc(N2CCN(S(=O)(=O)c3ccccc3)CC2)cc1NCCN1CCOCC1
→ 13	-20
O=C(Oc1ccccc1)c1ccc(COC(=O)c2cnccn2)cc1
→ 10	2
CCN(CC)/C(=N/S(=O)(=O)c1ccc(C)cc1)c1ccccc1
→ -17	1
CCOC(=O)c1cnc(-n2nc(C)cc2C)nc1NCc1ccccc1
→ 5	-2
Cn1c(=O)oc2cc(S(=O)(=O)NCC3CCCO3)ccc21 (centres undefined)
→ -4	-4
Cc1ccc(S(=O)(=O)c2n[nH]n3c2nc(=O)c2ccccc23)cc1
→ -10	-2
Cc1ccc(C(=O)c2c(NC(=O)c3ccncc3)sc3c2CCCC3)cc1
→ 12	2
O=C(NC1CCCCCC1)C1c2ccccc2C(=O)N1Cc1ccco1 (centres undefined)
→ -11	-5
Cc1ccc(-n2nc(C(=O)N3CCN(C)CC3)c3c4ccccc4n(C)c3c2=O)cc1
→ 19	5
COc1ccccc1NC(=O)Oc1ccc(C(C)=O)cc1
→ -21	-4
CCS(=O)(=O)c1ccc2c(c1)N(S(C)(=O)=O)CC(C(=O)NCCOC)O2 (centres undefined)
→ 1	-2
O=c1n(Cc2ccccc2F)c2ccccc2n1Cc1ccccc1F
→ 22	2
CCCC1O[C@@H]2CC3C4CCC5=CC(=O)C=C[C@]5(C)C4C(OC(C)=O)C[C@]3(C)[C@]2(C(=O)COC(C)=O)O1 (some centres undefined)
→ -6	-7
CC(=O)c1cccc(NC(=O)C2CC(c3ccc(F)cc3)=NO2)c1 (centres undefined)
→ 6	1
CCCn1nnc(NC(=O)c2ccc(-c3cccc(Cl)c3)o2)n1
→ -5	2
CC(C)(C)NC(=S)Nc1ccc(Nc2ccccc2)cc1
→ 2	7
COc1cccc(OC)c1C(=O)NCCN1CCN(C(=O)c2c(OC)cccc2OC)CC1
→ -6	3
COc1cc(C=C(C(C)=O)C(C)=O)ccc1O
→ 0	0
Cc1nn(CC(=O)Nc2nnc(CC(=O)N3CCCC3)s2)c(=O)c2ccccc12
→ 8	-1
Cc1cccc(N2CCN(S(=O)(=O)c3ccc4c(c3)n(C)c(=O)c(=O)n4C)CC2C)c1 (centres undefined)
→ 9	3
O=C(Cc1ccc(F)cc1)Nc1c2c(nn1-c1cccc(Cl)c1)CS(=O)C2 (centres undefined)
→ -1	1
CC(=O)c1ccc(OCCCC(=O)OCc2nnc(-c3ccc(Cl)cc3)o2)cc1
→ -4	4
CCc1ccc2oc(-c3cccc(N)c3)nc2c1
→ -10	1
CCOC(=O)/C=c1\s/c(=C(\C#N)C(=O)OCC)n(-c2ccccc2)c1=O
→ -7	0
CCOc1ccccc1C1C(C(N)=O)=C(C)Nc2nc(-c3ccccc3Cl)nn21 (centres undefined)
→ -5	8
N#Cc1cn(-c2ccccc2)nc1-c1cc2ccccc2oc1=O
→ 0	-2
CCOC(=O)C1NC(=O)CC1c1ccccc1 (centres undefined)
→ -2	7
Cc1noc(C)c1COC(=O)C1CC(O)CN1S(=O)(=O)c1ccc(Cl)cc1 (centres undefined)
→ -8	2
COc1ccc(CNc2ccc3cn[nH]c3c2)c(OC)c1OC
→ -3	35
CC(C(=O)NCC1CCCO1)N(C(=O)c1snc(C(N)=O)c1N)c1cccc(F)c1 (centres undefined)
→ 7	-1
c1c2c(cc3sc(N4CCCCC4)nc13)OCO2
→ 1	3
O=C(CNC(=O)c1cccs1)OCC(=O)c1ccc2ccccc2c1
→ 0	-4
c1ccc(-c2ccnc3nc(N4CCN(c5ccccc5)CC4)nn23)cc1
→ -2	-11
O=C(c1ccc(-c2nnc(-c3ccccc3)o2)cc1)N1CCCCCC1
→ 0	-7
O=C(N/N=C1/C(=O)c2cccc3cccc1c23)c1ccc(Cl)cc1
→ 23	-1
CCCc1n[nH]c2c1/C(=N\O)CCC2
→ 0	0
Cc1ccc(CC(=O)Nc2nc3ccccc3s2)cc1
→ 0	4
O=c1c(C(c2nnnn2C2CCCCC2)N2CCCCC2)coc2ccc(Cl)cc12 (centres undefined)
→ 1	-1
O=C(CCC(=O)N1CCc2ccccc21)Nc1ccccc1
→ 1	-6

Entries above with an aryl methoxy group:
Every second line gives: FN deposition inh	RAD54 inh
COc1ccccc1NC(=O)Oc1ccc(C(C)=O)cc1
→ -21	-4
COc1cccc(OC)c1C(=O)NCCN1CCN(C(=O)c2c(OC)cccc2OC)CC1
→ -6	3
COc1cc(C=C(C(C)=O)C(C)=O)ccc1O
→ 0	0
COc1ccc(CNc2ccc3cn[nH]c3c2)c(OC)c1OC
→ -3	35

New compounds follow.
Every second line gives: FN deposition inh	RAD54 inh
O=C(CSc1nc2cccnc2n1Cc1ccccc1)NC1CCCCC1
→ -3	-5
COC(=O)c1c(NC(=O)c2ccoc2C)sc2c1CCC2
→ 0	-8
Cc1ccc(C(=O)/C=C/c2c(C)nn(-c3ccccc3)c2Cl)cc1
→ 13	-8
O=C(CSc1ccc(Cl)cc1)N1CCN(c2ccc([N+](=O)[O-])cc2Cl)CC1
→ 7	-9
CCc1ccc(N(C(=O)Cc2cccs2)C(C(=O)NC2CCCCC2)c2cn(C)nc2C)cc1 (centres undefined)
→ -1	-3
Brc1ccc(Oc2ncc(CN3CCOCC3)s2)cc1
→ -2	0
COc1ccc(C(C)=O)cc1COC(=O)c1c(C)noc1C
→ 9	7
O=C(Nc1cccnc1)C1(c2ccc(Cl)cc2)CCCC1
→ -5	9
CC1(C)CC(=O)C2=C(C1)N(Cc1ccc(F)cc1)C(=O)C2(NC(=O)c1cccnc1)C(F)(F)F (centres undefined)
→ 2	-8
CC(C(=O)N1CCc2ccccc21)n1cccc1 (centres undefined)
→ -2	-1

A second format for some results above.
O=C(CSc1nc2cccnc2n1Cc1ccccc1)NC1CCCCC1
- FN deposition inh = -3
- RAD54 inh = -5

COC(=O)c1c(NC(=O)c2ccoc2C)sc2c1CCC2
- FN deposition inh = 0
- RAD54 inh = -8

Cc1ccc(C(=O)/C=C/c2c(C)nn(-c3ccccc3)c2Cl)cc1
- FN deposition inh = 13
- RAD54 inh = -8

O=C(CSc1ccc(Cl)cc1)N1CCN(c2ccc([N+](=O)[O-])cc2Cl)CC1
- FN deposition inh = 7
- RAD54 inh = -9

Next entries follow:
Every second line gives: FN deposition inh	RAD54 inh
CCOC(=O)N1CCN(C(=O)CCSc2ccccc2)CC1
→ 4	-10
COc1ccccc1N1CCN(CC(=O)c2c(C)n(C)c3ccccc23)CC1
→ 0	16
Fc1ccc(C(c2nnnn2Cc2cccs2)N2CCN(C3CCCCC3)CC2)cc1 (centres undefined)
→ -10	4
CC(=O)NC1(C(F)(F)F)N=C2SCCN2C1=O (centres undefined)
→ -1	-6
Cc1ccccc1NC(=O)Cn1cnc2c(oc3ccccc32)c1=O
→ 4	-3
O=C(Cn1nc(Cl)nc1Cl)c1ccc2c(c1)OCCO2
→ 2	-2
CCOC(=O)CNc1ccc2c(c1)OCO2
→ 0	-12
COc1ccccc1C(=O)Nc1nc(-c2cccs2)c(NC(C)=O)s1
→ 4	4
CC(C)(C)NC(=O)COC(=O)c1snc(C(=O)NC2CCCCC2)c1N
→ -14	2
CCCn1c2ccccc2c2nnc(SCC(=O)Nc3nnc(CC(=O)OCC)s3)nc21
→ -18	3
O=C(CSc1nnc(CCc2nc3ccccc3[nH]2)n1-c1ccccc1)NCc1ccco1
→ 0	-1
COc1ccc(-c2nc3scc(-c4ccccc4)n3n2)cc1
→ 13	4
O=[N+]([O-])c1ccc(Sc2n[nH]c(-c3ccc(Cl)cc3Cl)n2)nc1
→ 8	-5
NC(=O)C1CCN(C(=O)CSc2nc3ccccc3o2)CC1
→ -2	7
Cc1ccc(S(=O)(=O)Nc2nc3ccc(S(=O)(=O)N4CCCC4)cc3s2)cc1
→ -2	-14
CN1C(=O)/C(=C2\SC(=S)N(C(CCC(=O)O)C(=O)O)C2=O)c2ccccc21 (centres undefined)
→ 10	2
CC1CCN(C(=O)c2cc3nc(C4CC4)cc(C(F)(F)F)n3n2)CC1
→ -4	-5
O=C(CSc1nnc(-c2ccco2)n1Cc1ccco1)Nc1ccccc1
→ 0	-4
O=C(O)CCc1ccc(-c2ccccc2)n1Cc1ccco1
→ -2	-3
CCCCCn1c(CN2CCN(c3cc(Cl)ccc3C)CC2)nc2c1c(=O)[nH]c(=O)n2C
→ 2	-1
COC(=O)c1sccc1NC(=O)c1ccc(OC)c(OC)c1
→ 8	3
CCc1ccc(OCc2nnc(SCC(=O)N3CCN(c4ccccc4)CC3)o2)cc1
→ 4	-7
CCN1CCCC1CNC(=O)CSc1cc(=O)n(C)c2cc(Cl)ccc12 (centres undefined)
→ 8	18
CCc1ccc(NC2=NC(C(=O)NC3CCCCC3)CC(=O)N2)cc1 (centres undefined)
→ 1	4
COc1cccc(-c2cc(C(F)(F)F)nc(N3CCOCC3)n2)c1
→ 3	-4
CCCCNC(=O)n1c(SC)nc2ccccc21
→ -7	3
CC(C)(C)NC(=O)COC(=O)c1nsc(Cl)c1Cl
→ 8	7
Brc1ccccc1-c1nnc(CSc2nnc3sc4ccccc4n23)o1
→ 9	-2
COc1cc(C)nc(Oc2ccc(OCc3ccccc3)nn2)n1
→ -2	1
COc1cccc(-c2nc(NCC3CCCO3)c3ccccc3n2)c1O (centres undefined)
→ 4	10

The list goes on:
structure | FN deposition inh | RAD54 inh
CCOc1ccc(NS(=O)(=O)c2ccc(N)cc2)cc1 | 3 | 7
COc1cc(NS(=O)(=O)c2ccc(Br)s2)cc(OC)c1 | -6 | 4
Cc1cc(C)c(C#N)c(SC(F)F)n1 | -3 | 4
CN1CCN(CP(=O)(N2CCOCC2)N2CCOCC2)CC1 | -12 | -19
COCCNC(=O)C(c1ccc(C)o1)N(Cc1ccccc1)C(=O)Cn1nnc2ccccc21 (centres undefined) | -4 | -5
CC(C)NC(=S)N/N=C1\CCCCC1C1CCCCC1 (centres undefined) | -3 | 1
COC(=O)c1ccccc1NC(=O)Cn1ccnc1 | 19 | 0
COC(=O)C1CCN(C(=O)NC(C)(C)C)CC1 | 5 | -6
CC1(C)CC(CC(=O)NC(=S)Nc2ccc([N+](=O)[O-])cc2)C(=O)O1 (centres undefined) | 11 | 5
Cc1cc(NC(=O)COC(=O)COc2cccc3c2OC(C)(C)C3)no1 | 3 | -2
O=C(C1CCCN1C(=O)c1cccs1)N1CCN(Cc2ccc3c(c2)OCO3)CC1 (centres undefined) | 13 | 0
O=c1c2ccccc2nc(SCc2ccccc2)n1Cc1ccco1 | -12 | -2
O=C(CSc1nnc(C2CC2)n1Cc1ccccc1)c1cc2ccccc2o1 | 0 | -1
c1ccc(-c2nc3nc4ccccc4nc3n2Cc2ccco2)cc1 | 8 | 4
Cc1ccc(C(C(=O)NC2CCCCC2)N2CCN(C(=O)c3ccco3)CC2)cc1 (centres undefined) | -9 | 0
CCN(CC)S(=O)(=O)c1ccc(Cc2ncc(C(F)(F)F)cc2Cl)s1 | 3 | 0
O=C(Oc1ccccc1N1C(=O)CCC1=O)c1ccco1 | -6 | 3
O=S(=O)(CCSc1nc2ccccc2s1)c1nc2ccccc2s1 | 4 | 1
CCOc1ccc(OCc2ccc(C(=O)OCc3ccccn3)o2)cc1 | -5 | -14
COC(=O)c1sc(NC(=O)CSc2nncs2)c(C(=O)OC)c1C | 0 | 7
CC(=O)Nc1cccc(NC(C)=O)n1 | -3 | -2
COC(=O)c1sccc1NC(=O)CN(C)NS(=O)(=O)c1ccc(F)cc1 | 6 | 11
COc1ccc(S(=O)(=O)n2nc(OC(=O)c3cccs3)cc2N)cc1 | -7 | -8
CCOc1ccc(NC(=O)Cn2nnc(C(=O)NCc3ccco3)c2N)cc1 | -5 | 9
CCOCCn1c(SCC)nc2c1c(=O)[nH]c(=O)n2C | 2 | -4
N/C(=N\OC(=O)Cc1ccc(-c2ccccc2)cc1)c1ccccn1 | -4 | -9
CCOC(=O)N1CCN(C(=O)c2ccc3c(=O)n(CC4CCCO4)c(=S)[nH]c3c2)CC1 (centres undefined) | 0 | 3
O=C1CN2C(=N1)N(Cc1ccccc1)c1ccccc12 | -7 | 2
Cc1nn(C(=O)N2CCOCC2)c(C)c1C | 0 | 7
CC1CN(S(=O)(=O)c2cccc(C(=O)OCC(=O)Nc3ccc4c(c3)OCO4)c2)CC(C)O1 (centres undefined) | -7 | 5
Cc1ccc(/C=c2\sc3n(c2=O)CN(c2cccc(Br)c2)CN=3)o1 | -19 | 3
Nc1ccccc1C(=O)NNc1ncc(C(F)(F)F)cc1Cl | -3 | 4
Cc1occc1-c1nnc(SCC(=O)c2ccc(F)cc2)o1 | 5 | -13
CCOC(=O)c1ccc(-n2c(=O)[nH]c3ccccc3c2=O)cc1 | -13 | -9
O=C(COC(=O)c1ccccc1Nc1ccccc1)NCc1ccco1 | -12 | 4
O=C1C(c2ccncc2)N(CCC2=CCCCC2)C(=O)CN1C1CCCCC1 (centres undefined) | 4 | -1
CCC1=Nc2ccc(Br)cc2C(c2ccccc2)N1CC(=O)OC (centres undefined) | 26 | -1
CCN(CC)C(=O)C(C)OC(=O)c1ccc(O)cc1 (centres undefined) | -1 | 1
COc1ccc(CCN2C(=O)CC(NCCc3ccc(S(N)(=O)=O)cc3)C2=O)cc1OC (centres undefined) | -22 | 3
COc1cccc(CN2C(=O)CCC2(C)C(=O)NC2CCCC2)c1 (centres undefined) | -5 | 3
Cc1ccc(-n2[nH]c(=O)c3cccnc32)cc1 | -1 | -3
CCOC(=O)c1c(-n2cnnn2)sc(C)c1C | 4 | 10
CC(C)(C)c1ccc(-c2conc2N)cc1 | 2 | -16
CCCCC(=O)Nc1ccc(NC(=O)C2CC2)nc1 | -15 | -3
CC(=O)Nc1nc2ccc(-c3nc4ccccc4o3)cc2s1 | -3 | -5
O=C(NNC(=O)c1ccccc1)C(=O)N1CCCCC1 | -3 | -4

Source: PubChem
